Bioassay records deposited in PubChem BioAssay by National Center for Advancing Translational Sciences (NCATS).
Mm-Cpn inhibitor = inhibitors of Methanococcus maripaludis chaperonin (MmCpn). purified Mm-Cpn ATPase, ADP Transcreener TR-FRET. Potency, µM (top dose mostly 76.9 µM), inactives show at the highest dose activity, negative = inhibition, hits mostly inhibitors. 0.031% of 330,000 active. AID 504842; note: potency is the fitted concentration of half-maximal effect; % is set by controls: 0 for no effect and ±100 for the full control effect; nearly all actives have a fitted effect of over 80% in size
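Purified archaeal chaperonin (25 nM final) was preincubated with compound for 10 min at 37°C, then ATP (10 uM final) was added for 30 min at 37°C in Tris pH 7.4/KCl/MgCl2/DTT buffer. ADP was quantified by HTRF Transcreener TR-FRET.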
A549 tox = counter-screen for Nrf2 inhibitors: cytotoxicity in A549 cells. A549 ARE-Fluc cells, CellTiter-Fluor viability, 18-24 h. Potency, µM (titrated, usually from 46 µM), inactives show at the highest dose activity change, negative = cytotoxicity, most hits filed as inhibitors. 0.16% of 390,000 active; note: potency is the fitted concentration of half-maximal effect; % is set by controls: 0 for no effect and ±100 for the full control effect
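Cytotoxicity counterscreen: CellTiter-Fluor fluorescence was measured in A549 ARE_Fluc cells after 18-24 h of compound exposure in a concentration series. The subsequent BugLite luminescent read reports ARE-luciferase activity.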
S2 tox = cell viability loss in ATXN counter-screen; S2 cells (HEK-293 line with an ATXN2-luciferase reporter) viability, CellTiter-Fluor protease fluorescence, 24 h; Potency, µM (titrated, usually from 56.7 µM), usual class: cytotoxic; 0.49% of 400,000 active; note: potency is the fitted concentration of half-maximal effect; nearly all actives have a fitted effect of over 40% in size
CCT chaperon mod = cytosolic chaperonin activity modulation. activity change, % (concentration not given with the values), hits read low. 0.3% of 360,000 active. purified chaperonin ATPase assay, HTRF ADP detection, 30 min. AID 651819; in the data active = activity change below about -30%; note: % is set by controls: 0 for no effect and ±100 for the full control effect
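We incubate TRiC, 40 or 20 nM final, with library compounds at 76 uM and 10 uM ATP for 30 min at 37 °C. ADP formed is detected with Transcreener HTRF reagents after 30 min at room temperature.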
Nrf2 block = Nrf2 pathway inhibition; A549 ARE-Fluc reporter, luciferase luminescence, 18-24 h; Potency, µM (highest dose often 46 µM), without a hit: top-dose activity change, negative = inhibition, usual class: inhibitors; 2.1% of 360,000 active; note: potency is the fitted concentration of half-maximal effect; % is set by controls: 0 for no effect and ±100 for the full control effect; nearly all actives have a fitted effect of over 60% in size
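Quantitative HTS in A549 cells stably bearing an antioxidant response element-firefly luciferase construct. Inhibition of Nrf2-driven transcription was scored by luminescence after 18-24 h of compound exposure at 37 °C.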
Nrf2 activator = Nrf2 pathway activation; AREc32 ARE-luciferase reporter (MCF7-derived line), luminescence, 24 h; Potency, µM (highest dose often 46.1 µM), for the others: at the top dose activation, actives largely listed as activators; 0.31% of 410,000 active; AID 624171; note: potency is the fitted concentration of half-maximal effect; % of control where 0% means no effect; nearly all actives have a fitted effect of over 65% in size
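ARE-driven firefly luciferase activity in AREc32 cells measured after a 24 hr compound exposure at 37 deg C, using Steady-Glo reagent and a 30 min room-temperature hold.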
Akt phos inh = inhibitors of Akt phosphorylation; activity change, % for hits at 50 µM; 0.32% of 360,000 active; Neuro2A IGF-stimulated pAkt S473 HTRF, 20 min; hits give low values; in the data active = activity change below about -80%; inconclusive = mostly about -51% to -80%; note: % is set by controls: 0 for no effect and ±100 for the full control effect
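Single-point screen (50 µM final compound) in Neuro2A cells stimulated 20 min with 6 nM IGF at 37 deg C. After lysis, Ser473-phosphorylated Akt read by HTRF (ex 330 nm, em 615/665 nm) as the 665/615 ratio.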
TGFb SMAD3 inh = blocks TGF-b signaling | HepG2 CAGA-GFP TGF-b/SMAD3 reporter, GFP fluorescence, 18 h; TGF-beta stimulated, 500 pg/mL final | Potency, µM (series often up to 46.1 µM), for inactives: at the highest dose activity, negative = inhibition, actives largely listed as inhibitors | AID 588855 | 1.2% of 410,000 active; note: potency is the fitted concentration of half-maximal effect; % is set by controls: 0 for no effect and ±100 for the full control effect; nearly all actives have a fitted effect of over 65% in size
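Inhibition of TGF-beta-driven CAGA-GFP reporter expression in HEPG2 cells is measured by cellular GFP fluorescence after 18 h stimulation with 500 pg/mL recombinant TGF-beta in 1% FBS medium at 37 degrees C.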
HepG2 tox = HepG2 cytotoxicity, counter-screen for TGF-b inhibitors | HepG2 CAGA-GFP viability, ATP luminescence, 18 h | Potency, µM (top dose mostly 46.1 µM), without a hit: at the highest dose activity change, negative = cytotoxicity, actives largely listed as cytotoxic | AID 588856 | 0.76% of 410,000 active; note: potency is the fitted concentration of half-maximal effect; some results filed as inactive show a strong effect at the top dose
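HepG2 CAGA-GFP cells (1000/well, DMEM with 1% FBS) received compound, then TGF-beta at 500 pg/mL final, and were incubated 18 hours at 37 degrees C. Viability was read by CellTiter-Glo luminescence. Media-only wells were set as complete cell-killing and DMSO as no toxicity.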
Numbers without * were called inactive; i = inactive; ? = inconclusive; nt = no result given; [ ] = remark or other dose. Unless noted, calls come from the whole dose curve; as a rule, active = well fitted curve in the direction sought with a large enough effect; inconclusive = small, poorly fitted or top-dose-only effect, or another doubt; inactive = no such curve, though single readings can be large; an effect the other way counts as inactive or inconclusive.

SMILES	Mm-Cpn inhibitor	A549 tox	S2 tox	CCT chaperon mod	Nrf2 block	Nrf2 activator	Akt phos inh	TGFb SMAD3 inh	HepG2 tox
O=C(NCC1CCNCC1)c1ccncc1	-3%	-1%	i	-2.3	-21%	-0.1%	i	-2%	15%
C=CCn1c(=O)n(CCC#N)c(=O)n(CCC#N)c1=O	3%	6%	i	-3.3	27%	-0.4%	-99%*	-19%	-25%
Nc1ccc(S(=O)(=O)Nc2nccc(/C=C/c3ccc(Br)s3)n2)cc1	-3%	-12%	i	0.2	-2%	2.3%	i	8%	0%
Cc1sc2ncnc(SCC(=O)c3ccc4c(c3)OCCO4)c2c1-c1ccccc1	?	4%	i	-1.7	?	0.3%[9.22 µM]	i	-38%	-12%
CCCCNC(=S)Nc1ccc(OC)nc1	2%	4%	i	0.9	-1%	-0.1%	i	-1%	-5%
COc1ccccc1-c1cnc(C(O)c2ccc(C(C)(C)C)cc2)[nH]1 (configuration not stated)	nt	nt	i	1.2	nt	-0.4%	i	?	-31%
Cc1[nH]nc2c1C1(CCOCC1)C(C#N)=C(N)O2	0%	16%	i	-3.7	-1%	-0.3%	i	15%	-7%
CCCN(C(=O)COc1ccc(C(C)=O)cc1OC)C1CCS(=O)(=O)C1 (configuration not stated)	0%	-2%	i	1.1	-3%	0.3%	i	1%	9%
O=C(/C=C/c1ccc(Br)o1)OCc1nc2ccsc2c(=O)[nH]1	-4%	-5%	i	-0.4	12%	0.4%	i	0%	4%
C=C(C)Cn1c(CCCNC(=O)CCC)nc2ccccc21	0%	9%	i	0.4	-22%	-0.1%	i	2%	-21%
Cc1ccc(C2C(C(N)=S)=C(N)OC3=C2C(=O)CC(C)(C)C3)cc1 (configuration not stated)	-1%	-2%	i	-0.3	3%	0.2%	i	2%	-3%
CC(N=Cc1cc([N+](=O)[O-])ccc1O)c1ccccc1 (configuration not stated)	4%	-6%	i	-2.2	-1%	3.0%	i	9%	5%
O=C(CCc1c[nH]c2ccccc12)NCC(=O)Nc1ccc(F)c(F)c1F	-1%	-4%	i	-0.1	6%	-0.3%	i	-3%	20%
O=C(c1ccc2nc[nH]c2c1)N1CCN(S(=O)(=O)c2cccc(Cl)c2)CC1	nt	-2%	i	2.1	-21%	2.3%	i	11%	-7%
O=C(N1CCN(c2ncccn2)CC1)C12CC3CC(CC(C3)C1)C2	nt	1%	i	-1.0	-9%	1.5%	i	1%	-18%
COc1cc(C(c2c(O)cc(C)[nH]c2=O)c2c(O)cc(C)[nH]c2=O)ccc1O	-5%	-1%	i	-1.6	-1%	0.1%	i	1%	-1%
O=C(CSc1nc2ccccc2o1)Nc1nc(-c2ccccc2)c(-c2ccccc2)s1	-11%	-2%	i	-0.5	?	-0.2%	i	15%	-1%
COc1ccc(OC)c(/C=C/C(=O)Nc2ccc3c(c2)CCC3)c1	-2%	-9%	i	-2.3	11%	8.3%	i	-20%	-31%
COC(=O)[C@H](CCSC)NC(=O)NC1CCN(Cc2ccccc2)CC1	-7%	-2%	?	0.8	13%	-1.1%	i	0%	-10%
CSCC[C@H](NC(=O)[C@@H]1CSC2c3ccccc3C(=O)N21)C(=O)N1CCC[C@H]1CO (some centres not stated)	-1%	2%	i	-2.9	6%	0.3%	i	-7%	-2%
COc1ccc(-c2ccc(CCC(=O)O)n2-c2ccccc2C(F)(F)F)cc1	nt	-2%	i	nt	3%	11%	nt	?	-30%
CCOCCCNC(=O)C(=O)NCCCOCC	0%	6%	i	-0.2	-7%	-1.5%	i	17%	-38%
CN(C(=O)c1cccc(NC(=O)Cc2ccc(NC(=O)C3CCN(S(=O)(=O)c4cccc([N+](=O)[O-])c4)CC3)cc2)c1)C1CCCC1	nt	-1%	i	-0.8	-8%	3.3%	i	-28%	-3%
CCOC(=O)NC(NC(=S)Nc1ccccc1[N+](=O)[O-])C(Cl)(Cl)Cl (configuration not stated)	0%	-8%	i	1.8	-8%	-0.2%	i	-27%	-20%
Cc1ccc(C(=O)N2CCOCC2)c(F)c1F	0%	10%	i	2.2	2%	0.7%	i	-9%	-12%
O=C(NNC(=O)C12CC3CC(CC(C3)C1)C2)c1ccccc1[N+](=O)[O-]	1%	4%	i	-2.2	-8%	-0.7%	i	14%	-4%
CCC1COC(c2cccn2Cc2ccc(Cl)cc2)=N1 (configuration not stated)	-26%	0%	i	-0.7	23%	2.4%	i	-9%	17%
Cc1nc2cc(NC(=O)CSc3nc4c(C)cccc4cc3C#N)ccc2s1	0%	-9%	i	-0.8	-26%	-0.8%	-95%*	0%	-21%
O=c1c2sccc2nc(SCc2ccc([N+](=O)[O-])cc2)n1Cc1ccccn1	0%	-14%	i	-6.7	?	5.4%	i	?	-24%
Cc1ccc(C2CCN(C(=O)Nc3ccc(F)cc3)C2)cc1 (configuration not stated)	-2%	3%	i	0.8	?	0.2%	i	12%	-14%
COc1cc(OC)cc(-c2c(C#Cc3ccsc3)c3cc(-c4ccc(CN5CCOCC5)cc4)ccc3n2C)c1	-30%	13%	i	0.2	-10%	0.2%	i	-1%	-22%
CCn1c(C)nc2cc(C(=O)NNC(=S)Nc3ccc(F)cc3)ccc21	-1%	0%	i	-0.6	29%	0.2%	i	8%	-10%
Oc1ccc(C[C@H]2CNC(=S)N2CC2CCCN2C[C@H](Cc2ccc(O)cc2)N2C[C@H](Cc3ccc(O)cc3)N(CC3CCCCC3)C2=S)cc1 (some centres not stated)	nt	?	?	-0.4	13µM*	-3.3%	i	10µM*	-23%
CCOC(=O)c1ccc(S(=O)(=O)NNc2ccc(C(F)(F)F)cn2)cc1	-1%	-1%	i	1.7	?	2.8%	i	4%	-24%
O=C(C[n+]1cccc(CNC(=O)c2ccc(OC(F)F)cc2)c1)Nc1cc(C(F)(F)F)ccc1Cl	-3%	2%	i	1.6	-4%	0.3%	i	3%	6%
COc1ccc(N2C(=O)C(O)C2c2ccc(C)cc2)cc1 (configuration not stated)	-6%	-1%	i	1.7	-6%	-0.6%	i	1%	-4%
CCOC(=O)Cn1c(=O)c(F)cn(Cc2ccc(OC)c([N+](=O)[O-])c2)c1=O	-5%	-1%	i	-5.3	6%	-0.4%	i	-7%	15%
CCN(CC(=O)NCc1ccc(F)cc1)C(=O)c1ccc(Cl)cc1	0%	-1%	?	0.7	1%	-0.3%	i	-3%	-19%
CCCSc1ccc([C@@H]2[C@H]3C(=O)N(CC)C(=O)[C@H]3[C@]3(C(=O)OC)CCCN23)cc1OC	-3%	-1%	i	-1.0	0%	-1.3%	i	?	-1%
NS(=O)(=O)c1cccc(NC(=O)COC(=O)/C=C/c2nc3ccccc3s2)c1	-26%	16%	i	1.2	26%	?	i	-5%	2%
CCn1c(/C=C/c2c(C)[nH]c3ccccc23)nc2ccccc2c1=O	0%	-2%	i	1.3	?	5.6%	i	0%	-36%
COc1ccc(C(=O)CSc2nnc(-c3cccs3)n2-c2ccccc2)cc1	-1%	-5%	i	-1.9	nt	-0.4%	i	-11%	-4%
CCOc1nc(N2CCOCC2)nc(C)c1[N+](=O)[O-]	0%	0%	i	-0.8	17%	0.3%	i	4%	5%
COC(=O)C(C)Sc1nnc2cc(C)c3cc(C)cc(C)c3n12 (configuration not stated)	nt	1%	i	nt	-9%	0.8%	nt	?	-24%
Cc1cccc(C(=O)NNC(=S)NC(=O)c2ccccc2)c1	nt	-2%	i	-0.4	?	7.0%	i	-21%	-11%
Cc1ccc(NC(=O)CSc2nc3ccccc3c(=O)n2Cc2cccs2)cc1	0%	2%	i	-29	-25%	2.7%	i	-4%	-13%
CCOc1ccc(S(=O)(=O)N(C)CC(=O)N2CCN(CC)CC2)cc1	1%	-1%	i	-1.5	4%	-0.4%	i	-22%	11%
Cc1ccc([N+](=O)[O-])cc1NC(=O)Cc1cccs1	2%	0%	i	1.5	-6%	0.3%	i	3%	15%
CCc1ccccc1NC1=NCC(=O)N1C1CCCCC1	-2%	-6%	?	0.5	-14%	-0.8%	i	-7%	-22%
CSCCC1NC(=O)N(CC(=O)Nc2ccc(N3CCCCC3)cc2)C1=O (configuration not stated)	-27%	1%	i	0.0	4%	-0.3%	i	-9%	-6%
O=C(COc1ccc(Br)cc1CNCCCN1CCOCC1)Nc1ccccc1	0%	0%	i	0.7	4%	2.5%	i	-6%	-38%
CCOc1ccc(-c2cc3c(=O)n(Cc4nc(-c5ccc(OCC)c(OC)c5)oc4C)ccn3n2)cc1Cl	nt	-2%	i	nt	9%	-0.1%	nt	-4%	-3%
Cc1ccc(CNc2ncnc3c2cnn3-c2ccc(Cl)cc2)cc1	nt	8%	nt	nt	nt	0.4%	nt	0%	-10%
COC(=O)c1ccccc1NC(=O)CSc1nc2ccccc2c(=O)[nH]1	1%	-1%	i	-2.9	-25%	0.1%	i	-6%	-9%

Profiles from above:
COC(=O)C(C)Sc1nnc2cc(C)c3cc(C)cc(C)c3n12 (configuration not stated) is listed as Mm-Cpn inhibitor: nt; A549 tox: 1%; S2 tox: i; CCT chaperon mod: nt; Nrf2 block: -9%; Nrf2 activator: 0.8%; Akt phos inh: nt; TGFb SMAD3 inh: ?; HepG2 tox: -24%
CCc1ccccc1NC1=NCC(=O)N1C1CCCCC1 is listed as Mm-Cpn inhibitor: -2%; A549 tox: -6%; S2 tox: ?; CCT chaperon mod: 0.5; Nrf2 block: -14%; Nrf2 activator: -0.8%; Akt phos inh: i; TGFb SMAD3 inh: -7%; HepG2 tox: -22%
Cc1ccc(CNc2ncnc3c2cnn3-c2ccc(Cl)cc2)cc1 is listed as Mm-Cpn inhibitor: nt; A549 tox: 8%; S2 tox: nt; CCT chaperon mod: nt; Nrf2 block: nt; Nrf2 activator: 0.4%; Akt phos inh: nt; TGFb SMAD3 inh: 0%; HepG2 tox: -10%
